Source: PubChem BioAssay
HIV RNase H inh = HIV-1 RT RNase H inhibitors, primary screen, biochemical, fluorescence; Gag-Pol polyprotein (Human immunodeficiency virus type 1 group M subtype B (isolate …; RT-RNase H RNA/DNA duplex cleavage; inhibition, % at 10 µM; 65,000 compounds, 1.9% hits; in the data active means inhibition above about 50%
RmlC RmlD mix = RmlC and RmlD coupled enzyme inhibitors, primary screen, biochemical, 384-well, compound mixtures, retest | inhibition, % at 5.5 µM | RmlC/RmlD coupled enzyme inhibition, 384-well mixture HTS | 110,000 compounds, 0.39% hits; in the data active means inhibition above about 30%, passing the limit was not always enough; inconclusive means no clear call, values can overlap the other calls; further: strong numbers were not always called active
Active calls of the source: *; ? = inconclusive; . = no result given.

Preview, 7 compounds:
SMILES	HIV RNase H inh	RmlC RmlD mix
Cc1cc(NCc2ccccn2)nc2ccccc12	.	-1
CC1CCCN(C(=S)NCCc2ccccc2)C1 (stereo unspecified)	.	-13
C1CCC(NC2=NCCC2)CC1	.	-5
Cc1ccccc1-n1c(=O)c2c(n3cnnc13)-c1ccccc1CC21CCCCC1	.	-11
CCN1CCCC1CN(Cc1cc2cc(OC)ccc2[nH]c1=O)C(=O)NCc1ccccc1 (stereo unspecified)	8	-15
Cc1ccn2cc(-c3ccc(S(=O)(=O)N4CCOCC4)cc3)nc2c1	-21	.
COCC(=O)NCCSc1c(C)[nH]c2ccccc12	.	10

Results (from the top)
SMILES	HIV RNase H inh	RmlC RmlD mix
Cc1cc(NCc2ccccn2)nc2ccccc12	.	-1
CC1CCCN(C(=S)NCCc2ccccc2)C1 (stereo unspecified)	.	-13
C1CCC(NC2=NCCC2)CC1	.	-5
Cc1ccccc1-n1c(=O)c2c(n3cnnc13)-c1ccccc1CC21CCCCC1	.	-11
CCN1CCCC1CN(Cc1cc2cc(OC)ccc2[nH]c1=O)C(=O)NCc1ccccc1 (stereo unspecified)	8	-15
Cc1ccn2cc(-c3ccc(S(=O)(=O)N4CCOCC4)cc3)nc2c1	-21	.
COCC(=O)NCCSc1c(C)[nH]c2ccccc12	.	10
CCC(=O)Nc1cc(-c2nn(C)c(=O)c3ccccc23)ccc1N1CCCCC1	-1	-9
Cc1c(NC(=O)CSc2ccccc2C(=O)Nc2cccnc2)c(=O)n(-c2ccccc2)n1C	5	4
CCOC(=O)C1=C(C)NC(C)=C(C(=O)OCC)C1c1cc2ccc(C)cc2[nH]c1=O	3	-4
Cc1cccc(NC(=O)C(NS(=O)(=O)c2ccc3c(c2)CCC(=O)N3)c2ccccc2)n1 (stereo unspecified)	7	-15
COc1cc(-c2nc(-c3ccccc3)c(-c3cccs3)[nH]2)cc(OC)c1O	.	-23
CN1CCN(C(c2cccc(C(F)(F)F)c2)c2nnnn2Cc2ccccc2)CC1 (stereo unspecified)	-1	9
CCCCCCOC(=O)c1ccccc1N	-52	-20
COc1ccc(CNC2CCCC2)c(OC)c1OC	.	7
CCN(CC)S(=O)(=O)c1cccc(-c2nnc(SCC(=O)NC3CCCCCCC3)n2N)c1	.	-10
O=C(c1ccc(Cl)cc1)C(Cn1cncn1)C(Sc1ccccc1)c1ccccc1 (stereo unspecified)	.	-6
CC1CN(C2CCN(C(=O)COc3ccccc3)CC2)CC(C)O1 (stereo unspecified)	4	3
CC1CC(=O)c2c(cc3c(-c4c(O)cc(O)c5c(O)c6c(cc45)OC(C)CC6=O)c(O)cc(O)c3c2O)O1 (stereo unspecified)	.	9
CC(C)C(NC(=O)c1ccc2c(c1)OCO2)C(=O)N/N=C\c1ccco1 (stereo unspecified)	.	-78

(cont.)
SMILES	HIV RNase H inh	RmlC RmlD mix
Cc1ccc(-n2c(=O)cc(N3CC(C)OC(C)C3)[nH]c2=O)cc1 (stereo unspecified)	.	0
COc1cccc(C2C(C#N)=C(N)OC(C(C)(C)C)=C2C#N)c1 (stereo unspecified)	-5	-9
Cc1ccc(S(=O)(=O)c2c(N)n(C)c3nc4ccccc4nc23)cc1	8	?
Cc1cc(C(=O)NNC(=S)NCC2CCCO2)cs1 (stereo unspecified)	.	3
COc1ccc2c(c1)CC/C(=C\C=C\c1ccccc1OC)C2=O	.	4
CC1CCc2nc(NC(=O)C3CCCO3)sc2C1 (stereo unspecified)	23	6
O=C(NCCc1csc(-c2ccccc2)n1)c1ccc(Br)o1	.	-12
C[C@H](NC(=O)c1[nH]cnc1C(=O)Nc1ccccc1)C(=O)OC(C)(C)C	.	-12
CCCn1c(C(C)NC(C)=O)nc2ccccc21 (stereo unspecified)	-8	5
CCCCCn1c(CN2CCN(Cc3ccccc3)CC2)nc2c1c(=O)n(C)c(=O)n2C	-1	-16
O=C(c1c[nH]c2ccc(S(=O)(=O)N3CCOCC3)cc2c1=O)N1CCN(c2ccccn2)CC1	-2	.
CCN(CC)CCNc1nc2c(c(=O)[nH]c(=O)n2C)n1CCOc1ccccc1	1	.
CC(C)CC(=O)NCc1ccc(F)cc1	.	-4
O=C(Nc1ccc(O)c2c(=O)cc(-c3ccccc3Cl)oc12)c1ccc(Cl)c(Cl)c1	.	9
CSc1ccccc1C(=O)N1CCOCC1	-8	151
CN(C)c1ccc(NC(=O)CN2CCC(N3CCCCC3)CC2)cc1	.	7
COc1ccc(S(=O)(=O)N2CCC(C(=O)N3CCOCC3)CC2)cc1	.	7
CCN(CC)CCC(c1ccc(N(C)C)cc1)c1c(O)cc(OC)cc1OC (stereo unspecified)	.	3
Cc1cc(-c2[nH]nc3c2C(c2cccc(O)c2)C(C#N)=C(N)O3)c(C)s1 (stereo unspecified)	.	13
CC(Sc1ccccc1)C(=O)Nc1ccc(S(=O)(=O)N2CCOCC2)cc1 (stereo unspecified)	-9	-7

New compounds follow:
SMILES	HIV RNase H inh	RmlC RmlD mix
CC(C)[C@H](NC(=O)Nc1ccccc1F)C(=O)O	.	-8
CCCN(CCC)CCNS(=O)(=O)c1ccc2c(c1)CCN2C(=O)C1CCC1	.	7
COc1ccccc1N1CCN(C(c2ccc(Cl)cc2)c2nnnn2C(C)(C)C)CC1 (stereo unspecified)	-4	-35
Oc1ccc(C=NCC2COc3ccccc3O2)cc1 (stereo unspecified)	-5	-11
CCNC(=S)NCc1ccc(Cl)cc1	.	-10
Cc1ccc(N(CC(=O)NCc2ccccc2Cl)S(=O)(=O)c2cccs2)cc1	.	-1
Cc1cc(C)n(C2CCCCC2OC(=O)c2ccccc2F)n1 (stereo unspecified)	.	7
COc1cc(C2C3C(=O)N(Cc4ccccc4)C(=O)C3ON2c2ccccc2)cc(OC)c1OC (stereo unspecified)	4	-14
Cn1cccc1Cc1nnc(SCC(=O)Nc2cccc(Cl)c2)n1-c1ccc(F)cc1	-42	-1
Cc1cc(C)c(NC(=O)C(C)c2cccc(C(=O)c3ccccc3)c2)c(C)c1 (stereo unspecified)	.	4
Cc1ccc(S(=O)(=O)NC(=O)c2ccc(-c3ccc(-c4ccccc4)cc3)o2)c(C)c1	.	-11
O=C(O)c1cc2c([nH]c1=O)CCCC2	2	-5
CCN(CC)S(=O)(=O)c1cccc(C(=O)N[C@H](C(=O)O)C(C)C)c1	.	2
O=c1ncn(-c2cccc(F)c2)c2ncccc12	.	-10
Cc1ccccc1OCC(=O)N1N=C(C(F)(F)F)CC1(O)C(C)(C)C (stereo unspecified)	.	8
Cc1ccc(S(=O)(=O)NNc2ccccc2)cc1	.	-3
COC(=O)c1c(NC(=O)c2ccco2)sc(C)c1C	9	-28
CCOC(=O)CSc1ncc(OC)c(Sc2ccc(Cl)cc2)n1	.	-12
Cc1ccc(S(=O)(=O)N2CCCC(C(=O)O)C2)s1 (stereo unspecified)	-9	-12
Cc1nnc(-c2cccc(Br)c2)c2cn(-c3ccccc3Cl)nc12	.	8

The closing 4 entries of the section before lead into the next:
mol | HIV RNase H inh | RmlC RmlD mix
COC(=O)c1c(NC(=O)c2ccco2)sc(C)c1C | 9 | -28
CCOC(=O)CSc1ncc(OC)c(Sc2ccc(Cl)cc2)n1 | . | -12
Cc1ccc(S(=O)(=O)N2CCCC(C(=O)O)C2)s1 (stereo unspecified) | -9 | -12
Cc1nnc(-c2cccc(Br)c2)c2cn(-c3ccccc3Cl)nc12 | . | 8
Cc1cccc2cc(CN(Cc3cccs3)C(c3nnnn3C3CCCC3)C(C)C)c(=O)[nH]c12 (stereo unspecified) | 30 | -1
CC(O)CCc1nc2ccc(C(=O)O)cc2[nH]1 (stereo unspecified) | 5 | .
Cc1nnc(C)n1/N=C/c1cccnc1 | . | -7
O=C(CSc1nnc(CN2CCOCC2)n1-c1ccccc1)Nc1ccc(Cl)cc1 | -14 | -9
CCOc1ccc2nc(NC(=S)N(C)C)sc2c1 | . | 22
COC(=O)C1CCN(C(=O)CCCOc2ccccc2)CC1 | -7 | 14
O=C(/C=C/c1ccc2c(c1)OCO2)NCCSCc1ccc(Cl)cc1 | . | -4
CN(C)c1ccc(C(=O)c2ccccc2)cc1 | . | -5
CCOC(=O)C(NCc1ccc2c(c1)OCO2)(NC(=O)CC)C(F)(F)F (stereo unspecified) | -5 | 8
COc1ccc(C2C(C(=O)Nc3ccc(F)cc3)=C(C)Nc3nc(CCCO)nn32)cc1 (stereo unspecified) | -5 | 7
COc1ccc(/C(N)=N/OC(=O)CSc2ccc(C)cc2)cc1OC | . | 5
CS(=O)(=O)NCCSCc1c(Cl)cccc1Cl | . | 4

(list continues)
mol | HIV RNase H inh | RmlC RmlD mix
CS(=O)(=O)c1cc([N+](=O)[O-])c(Sc2nc3ccccc3[nH]2)c([N+](=O)[O-])c1 | . | -39
CC1CCCN(C(=O)Cn2c(-c3nonc3N)nc3ccccc32)C1 (stereo unspecified) | 0 | 3
Cc1nc2ccccc2c(=O)n1NC(=O)c1ccc(F)cc1Cl | 3 | 2
c1ccc2cc(Sc3ncnc4c3oc3ccccc34)ccc2c1 | . | -6
CCCCSc1c(C)c2cc3c(cc2[nH]c1=O)OCO3 | 14 | 28
COC(=O)c1ccc(NC(=O)c2sc3nc(-c4ccccc4)cn3c2C)cc1 | 8 | .
CCC(=O)NC(=S)NNC(=O)c1ccc(OC)cc1 | . | -31
Cn1cccc1C(=O)OCC(=O)Nc1cc(C(C)(C)C)nn1-c1ccccc1 | 7 | -7
Cc1nn(Cc2ccc(F)cc2)c(C)c1NC(=O)c1noc2c1CCCCC2 | -14 | 3
CC(=O)NC1=NC(=O)/C(=C/N2CCCCC2)S1 | -1 | -3
Cc1c([C@H]2[C@@H](CC#N)C2(C)C)c2ccccc2n1C | -13 | -6
O=C(c1ccccc1)N1CCC(c2nc(-c3ccc(S(=O)(=O)NCC4CCCO4)cc3)no2)CC1 (stereo unspecified) | . | 1

Remaining list, next part
mol | HIV RNase H inh | RmlC RmlD mix
Cc1cc(C)c(C)c(S(=O)(=O)Nc2ccccc2C(=O)NCCCn2ccnc2)c1C | -31 | -10
CC/C(C)=C1\SC(N2CCN(c3cccc(C(F)(F)F)c3)CC2)=NC1=O | . | 1
CC(=O)c1ccc(N2C(=NC(=O)C(C)C)SC3CS(=O)(=O)CC32)cc1 (stereo unspecified) | -9 | -3
COc1ccccc1NC(=O)c1ccc(C)s1 | -6 | 11
O=C(CCc1ccccc1)Nc1ccccc1F | . | -14
CN(Cc1ccccc1)Cc1c[nH]c2ccccc12 | -5 | -21
Cn1cc(Cl)c(-c2nc3ccccc3[nH]2)n1 | -12 | -8
Cc1onc(C(=O)/C=C/N(C)C)c1C(=O)Nc1nccs1 | . | -5
COc1ccc(OC)c(/C=N/c2oc(-c3ccco3)c(-c3ccco3)c2C#N)c1 | 58* | 11
Cc1ccc(OCC(=O)NNC(=O)C2CCN(c3nc(C)cc(C)n3)CC2)cc1 | . | 7
CCSc1ncc(Cl)c(C(=O)Nc2sc3c(c2C(=O)NCc2cccnc2)CCCC3)n1 | . | 16
O=C(Nc1ccc(F)cc1)C1CCN(c2nnnn2-c2ccccc2)CC1 | -2 | -10

Further records follow:
mol | HIV RNase H inh | RmlC RmlD mix
COc1ccc(C(=O)OCCN2C(=O)c3ccccc3C2=O)cc1 | -68 | -3
C=CCN(C(=O)Nc1ccc(F)cc1)C1CC(=O)N(c2ccc(OC)cc2)C1=O (stereo unspecified) | -2 | -6
CCC(=O)N1c2ccccc2-c2nnc(SC)nc2OC1c1ccc(N(C)C)cc1 (stereo unspecified) | -1 | -16
COc1cccc(-c2ccc(=O)n(CC(=O)Nc3cc4c(cc3NC(C)=O)OCCO4)n2)c1 | 7 | 1
CCN1CCN(C(=O)COc2ccc3c(c2)C(=O)CC2(CCN(C(C)=O)CC2)O3)CC1 | . | -21
COC(=O)c1cn(NC(=O)c2cccc(OC)c2)c(=O)c2ccccc12 | . | -31
Cc1c(NC(=O)C(C)Sc2nc3ccccc3c(=O)n2CCO)c(=O)n(-c2ccccc2)n1C (stereo unspecified) | 0 | -2
O=C(O)c1ccc2c(c1)OCCO2 | . | 9
CCc1ccc(N2CC(C(=O)Nc3cc(C)ccc3F)CC2=O)cc1 (stereo unspecified) | 0 | 6
CCCNC(=O)NC(=O)CSc1ccc2c(c1)OCCO2 | . | -16
O=[n+]1c2c(n([O-])c3ccccc31)CCCC2 | . | 14
CCc1cc2c(cc3c(=O)n(CC(=O)NCCCN4CC(C)CC(C)C4)ncn32)s1 (stereo unspecified) | . | -8

Full records as entered above:
O=[n+]1c2c(n([O-])c3ccccc31)CCCC2 across the screens: HIV RNase H inh: .; RmlC RmlD mix: 14
COc1cccc(-c2ccc(=O)n(CC(=O)Nc3cc4c(cc3NC(C)=O)OCCO4)n2)c1 across the screens: HIV RNase H inh: 7; RmlC RmlD mix: 1
CCN1CCN(C(=O)COc2ccc3c(c2)C(=O)CC2(CCN(C(C)=O)CC2)O3)CC1 across the screens: HIV RNase H inh: .; RmlC RmlD mix: -21

Carrying on:
mol | HIV RNase H inh | RmlC RmlD mix
COc1cc(-c2noc(CCCC(=O)NCc3ccco3)n2)cc(OC)c1OC | -2 | 8
CCCCCC(=O)NC(NC(=S)NC1CCS(=O)(=O)C1)C(Cl)(Cl)Cl (stereo unspecified) | . | -7
CC1(C2CC2)NC(=O)NC1=O (stereo unspecified) | . | -8
Fc1ccc(-c2ccnc3nc(N4CCN(c5ccccc5)CC4)nn23)cc1 | . | -12
CC(=O)c1ccc(OCC(O)CN2CCN(Cc3ccc4c(c3)OCO4)CC2)cc1 (stereo unspecified) | -8 | -8

A portion of the library (hit frequency here may not be typical).
